# Screening results deposited in PubChem BioAssay by several laboratories.
# KOR beta-arrestin-1 – KOR agonists, beta-arrestin recruitment, primary screen, cell-based, luminescence, uHTS (AID 1777) | KOR beta-arrestin recruitment, luminescence; higher % means a stronger effect | activation, % at 10 µM; hits with a dose series show EC50 in µM | 280,000 compounds, 0.02% hits; in the data active = activation above about 50%, passing the limit was not always enough; also: a part of the inactive calls stands beside numbers as strong as those of hits
# GPR55 activation – GPR55 agonists via beta-arrestin recruitment, primary screen, imaging, U2OS cells, beta-arrestin-GFP redistribution (AID 1961); 290,000 compounds, 0.048% hits; U2OS GPR55 beta-arrestin-GFP redistribution imaging; higher % means a stronger effect; one-dose activation, % at 10 µM; EC50 in µM for titrated hits;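 active = activation above 40% with more than 50 cells counted in the well; inconclusive = wells holding fewer than 50 cells, flagged as toxic or sparse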;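 also: U2OS osteosarcoma cells stably expressing GPR55 and beta-arrestin-GFP; plate controls were DMSO negative control for no effect and LPI positive control for full effect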
# KOR beta-arrestin-2 – KOR antagonists, beta-arrestin recruitment, cell-based, luminescence, uHTS (AID 1778) | KOR beta-arrestin recruitment, luminescence, antagonist mode; higher % means a stronger effect | 290,000 compounds, 0.091% hits | inhibition, % at 10 µM; hits with a dose series show IC50 in µM; in the data active = inhibition above about 50%; also: strong numbers were not always called active
# GPR55 antagonists – GPR55 antagonists blocking LPI-driven arrestin recruitment, primary screen, imaging, U2OS, beta-arrestin-GFP, LPI agonist (AID 2013). U2OS GPR55 beta-arrestin-GFP translocation imaging, LPI antagonism; higher % means a stronger effect. inhibition, % at 10 µM; hits with a dose series show IC50 in µM. 290,000 compounds, 0.13% hits;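 active = spots per cell inhibited over 60%, with over 100 cells counted and total cytoplasm intensity under 500,000; inconclusive = wells with under 100 cells, flagged as likely toxic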;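 also: U2OS cells stably carrying GPR55 and arrestin-GFP stimulated by 5 µM LPI near EC80; imaged beta-arrestin-GFP aggregate spots per cell after agonist stimulation; plate controls were LPI-stimulated DMSO wells for no effect and DMSO wells without LPI for full effect; some results filed as inactive read as strong as hits; confirmed hits need IC50 under 10 µM and bright autofluorescent wells are also inconclusive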
# Salmonella PhoP GFP – inhibitors of PhoP regulon expression, primary screen, Salmonella Typhimurium, GFP reporter (AID 1863). S. Typhimurium PhoP-regulated promoter GFP reporter, 4 h; higher % means a stronger effect. inhibition, % at 50 µM, or IC50 in µM where a hit was titrated. 300,000 compounds, 0.16% hits;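 active = inhibition over 29.93%, a cutoff 3 SD above the screen mean, later confirmed by dose response; inconclusive = inhibition over 29.93% but no dose response follow-up; inactive = inhibition at most 29.93% or unconfirmed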;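 also: 0% = low Mg2+ inducing control and 100% = high Mg2+ repressing control; strong numbers were not always called active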
# NTR1 agonist – NTR1-driven beta-arrestin-GFP spot formation – imaging, U2OS cells, high content, primary screen (AID 493036); P30989; agonist mode; activation, % at 20 µM; 330,000 compounds, 0.17% hits;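 active = activation at or above 40% of the spot to cytoplasm intensity ratio, with at least 20 cells analyzed; inconclusive = wells under 20 cells, flagged as cytotoxic or low count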;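 also: 0% = DMSO without peptide and 100% = 100 nM NTR1 peptide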
# Target sequence (P30989 whole entry, looked up): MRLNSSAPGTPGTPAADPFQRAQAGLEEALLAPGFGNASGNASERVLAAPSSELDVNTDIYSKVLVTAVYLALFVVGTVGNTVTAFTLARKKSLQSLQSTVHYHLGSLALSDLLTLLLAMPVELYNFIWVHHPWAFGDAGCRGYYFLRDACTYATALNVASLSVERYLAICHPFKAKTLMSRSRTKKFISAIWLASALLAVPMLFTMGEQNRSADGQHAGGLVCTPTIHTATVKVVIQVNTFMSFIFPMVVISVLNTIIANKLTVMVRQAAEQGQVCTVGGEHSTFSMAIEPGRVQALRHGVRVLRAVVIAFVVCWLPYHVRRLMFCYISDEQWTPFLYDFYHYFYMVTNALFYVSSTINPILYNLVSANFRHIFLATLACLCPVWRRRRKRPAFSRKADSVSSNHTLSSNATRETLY
# West Nile antiviral – inhibition of WNV-induced cytopathic effect – cell-based, CPE readout (AID 1621); West Nile virus-infected cells, CPE inhibition; higher % means a stronger effect; 290,000 compounds, 0.02% hits; CPE inhibition, % at 10 µM; hits with a dose series show IC50 in µM; in the data active = a potency from the dose series; inconclusive = CPE inhibition mostly from about 3.7% at the one dose, without a potency; inactive = the rest, 99 in 100 with CPE inhibition below about 2.2%; also: strong numbers were not always called active
# T cell HTS – T cell immune modulators affecting CD8 T cell-vesicle binding; 2C CD8+ T cell-vesicle binding, flow cytometry; active compounds read low; calls only at 7 µM; 330,000 compounds, 0.068% hits; AID 2052;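 active = response, share of CD8 T cells binding vesicles, and their 90th percentile fluorescence all below set limits, cut at about 80% in these data, passing the limit was not always enough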
#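 System: murine 2C transgenic CD8+ T lymphocytes; also added: QL9-loaded Drosophila micro-vesicles; times: binding 1.5 h at 37 °C; measured by: flow cytometry, PE anti-B7-1 (FL2) versus Alexa647 anti-CD8 (FL8), PFA-fixed; control set: Peptide-free naked vesicles (low) and QL9 vesicles with 0.7% DMSO vehicle (high)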
# GPR35 arrestin U2OS – inhibition of zaprinast-stimulated GPR35 beta-arrestin translocation – imaging, U2OS, beta-arrestin-GFP, zaprinast agonist, primary screen (AID 2058) | inhibition, % at 10 µM; hits with a dose series show IC50 in µM | U2OS GPR35 beta-arrestin-GFP translocation imaging, zaprinast antagonism; higher % means a stronger effect | 290,000 compounds, 0.052% hits;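 active = inhibition of at least 50% with at least 30 cells and total cytoplasm GFP at most 10,000,000; inconclusive = under 30 cells or total GFP of 10,000,000 plus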
# T cell HTS vesicle-bound % – also measured in T cell HTS; calls as there; double positive events, %; measured here: CD8+ vesicle-bound cell fraction;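 binding gate set so that unloaded-vesicle control wells show 10% double positive cells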
# NTR1 agonist cell count 20 µM – second read-out of NTR1 agonist, no call of its own (marks repeat the call); cell count; measured here: cell count, cytotoxicity flag
# Numbers without * were called inactive; i = inactive; ? = inconclusive; nt = no result given; [ ] = another dose, or the depositor's remark.
SMILES,KOR beta-arrestin-1,GPR55 activation,KOR beta-arrestin-2,GPR55 antagonists,Salmonella PhoP GFP,NTR1 agonist,NTR1 agonist cell count 20 µM,West Nile antiviral,T cell HTS,T cell HTS vesicle-bound %,GPR35 arrestin U2OS
COc1cccc(OCCN2CCN(c3ncnc4c3cnn4-c3ccccc3)CC2)c1,-3.3%,-0.1%,-3.3%,14.3%,-4.4%,13.2,77,-0.6%,i,25.8,11.8%
CCC(=O)Nc1ccccc1N1CCN(c2ccc(F)cc2)CC1,3.4%,0.5%,-68.6%[20 µM],1.1%,1.1%,-0.2,57,-1.2%,i,44.3,-10.6%
CCCn1c(SCC(=O)NC2CCCCC2)nnc1-c1ccccn1,2.1%,-0.2%,-1.6%,-6.1%,2.8%,4.0,39,0.1%,i,28.2,-2.1%
CC(C)[C@H](NC(=O)c1ccccc1Cl)C(=O)Nc1nc(-c2ccccn2)cs1,-0.3%,-0.7%,18.4%,-19.7%,1.0%,-0.4,74,-1.3%,i,29.9,-5.9%
CCn1c(SCC(=O)N2CCOCC2)nnc1-c1cccs1,-10.6%,-0.2%,2.0%,6.9%,1.3%,1.4,46,-0.3%,i,1.2,10.6%
COc1cccc(C(=O)NC2CC3CCCC(C2)N3CC(=O)Nc2ccccc2C(F)(F)F)c1 (centres undefined),-4.6%,-0.1%,3.7%,-5.6%,8.8%,4.8,47,0.4%,i,13.4,7.3%
CN(C)C(=O)c1ccc(-c2n[nH]c(=O)c3ccccc23)cc1,-0.3%,0.1%,-6.6%,6.8%,-2.0%,0.5,44,0.2%,i,31.0,-3.1%
CCOC(=O)C1CCN(C(c2cccs2)c2sc3nc(C)nn3c2O)CC1 (centres undefined),-2.3%,-0.1%,40.4%,18.4%,5.9%,-0.6,80,0.3%,i,28.9,-9.3%
CCn1cc([N+](=O)[O-])c(C(=O)N2CCCC2)n1,0.0%,-0.1%,-18.6%,5.6%,-6.3%,nt,nt,0.5%,nt,nt,11.8%
Cc1ccc2c(c1)N(CC(=O)NCCCc1ccccc1)C(=O)c1cccnc1O2,-1.1%,-0.3%,-5.2%[20 µM],3.2%,nt,15.1,53,-0.2%,i,22.5,4.9%
CCCCNC(=O)Nc1ccnn1C1CCCCC1,13.7%,-0.2%,1.0%,-1.9%,22.2%,-0.2,36,-0.2%,i,24.3,-3.6%
CCC(C(=O)OC)n1cnc2scc(-c3ccc(C)c(C)c3)c2c1=O (centres undefined),-4.5%,-0.1%,25.4%[20 µM],2.9%,1.1%,0.1,43,-0.1%,i,56.5,7.8%
CCN(CC)c1ccc(/C=N/N=C(N)N)c(O)c1,8.1%,-0.1%,-332.8%[20 µM],-11.4%,11.7%,4.0,67,-0.8%,i,14.6,12.7%
Cc1c(CCOC(=O)c2ccc([N+](=O)[O-])cc2)sc[n+]1CC(=O)c1ccccc1,5.7%,-0.3%,-22.3%,8.8%,-3.4%,0.2,30,-0.1%,i,44.4,-2.5%
O=S(=O)(c1ccc(F)cc1)n1ccc2cccnc21,0.5%,-0.2%,25.3%,0.5%,0.3%,0.4,92,0.0%,i,37.2,0.3%
Cc1ccc(-n2cnn(-c3ccc([N+](=O)[O-])cc3[N+](=O)[O-])c2=O)cc1,-4.8%,0.3%,38.9%,10.4%,nt,0.1,89,-2.2%,i,26.0,5.7%
O=C(c1ccc([N+](=O)[O-])o1)N1CCc2ccccc21,-3.9%,0.5%,-31.5%[20 µM],11.6%,15.7%,2.1,76,?,i,59.4,5.1%
OCCC1CN(Cc2cnn(-c3ccccc3Cl)c2)CCN1Cc1ccsc1 (centres undefined),-14.5%,0.3%,-9.8%[20 µM],5.2%,3.6%,1.3,54,-1.2%,i,36.0,-5.7%
Cc1ccc(-c2nnc(N(C)C(=O)c3ccncc3)s2)cn1,3.3%,-1.0%,19.9%,0.1%,-6.7%,-0.2,86,0.2%,i,29.7,14.6%
O=C(NCc1ccon1)C1CCC(=O)N(CCc2cccc(F)c2)C1 (centres undefined),-3.2%,0.0%,-5.0%,-3.5%,nt,0.5,29,0.0%,nt,nt,4.7%
CCOC(=O)C1=C(C)Nc2nc(SCc3cccnc3)nn2C1c1ccc(OC)cc1 (centres undefined),-6.4%,-0.2%,38.0%,0.7%,-7.6%,0.0,42,-0.8%,i,32.8,2.1%
Cc1nn(-c2nc3ccccc3s2)c(N)c1-c1ccccc1,5.0%,-0.2%,-28.1%,3.3%,-4.2%,6.2,42,0.9%,i,46.4,5.3%
O=C(CCCN1C(=O)c2ccccc2C1=O)NCc1cccnc1,0.0%,-0.1%,2.3%,7.5%,5.7%,-0.8,75,0.2%,i,40.9,-11.7%
Cc1ccc(S(=O)(=O)N2CCN(Cc3cc(C(C)C)ccc3O)CC2)cc1,-5.9%,-0.1%,7.6%,3.3%,17.2%,0.9,82,-1.0%,i,40.7,-5.8%
CC(C)C(NC(=O)c1ccc(F)cc1)C(=O)OCC(=O)N1CC(=O)Nc2ccccc21 (centres undefined),-5.3%,0.6%,32.7%,0.8%,0.8%,0.0,80,0.7%,i,47.5,-24.3%
Cc1ccc(C(=O)OCC(=O)Nc2c(C)n(C)n(-c3ccccc3)c2=O)cc1[N+](=O)[O-],-4.4%,-0.3%,-1.4%,-1.9%,8.6%,1.0,40,0.2%,i,45.2,-9.7%
Cc1ccc(NC(=O)CCCc2c[nH]c3ccccc23)nc1,1.8%,0.3%,-3.7%,6.3%,-4.4%,-0.1,81,-0.2%,i,10.0,-12.0%
CNc1nc2ccccc2n1CC(=O)c1ccccc1,-5.7%,-0.1%,2.2%[20 µM],7.8%,0.5%,1.9,65,-1.1%,i,54.7,6.4%
CC(=O)NC(CCCN1C(=O)c2ccccc2C1=O)c1nnn(C)n1 (centres undefined),6.1%,0.0%,19.3%,4.7%,-0.3%,-0.9,50,0.3%,i,29.7,2.0%
Cc1cc(C)c2oc(=O)cc(CN3CCN(Cc4ccc5c(c4)OCO5)CC3)c2c1,0.9%,0.5%,-16.5%,3.7%,7.5%,nt,nt,-0.6%,nt,nt,17.9%
CC[N+]1(CC)CC2CCC(C)(C1)C2(C)C (centres undefined),-4.3%,0.0%,21.9%,3.3%,-0.2%,0.1,36,0.0%,i,27.1,-10.5%
O=C(/C=C/c1ccco1)NC1CCCC1,-1.1%,0.9%,11.3%,0.7%,-8.2%,-0.3,48,-0.1%,i,33.6,-1.8%
Cc1cccc(NCCC#N)c1,-0.4%,0.0%,-18.5%,6.0%,18.4%,4.6,58,-0.5%,i,42.3,-9.9%
CCOC(=O)C1C(=O)OC2(CCCCC2)C1C(=O)OCC (centres undefined),4.3%,-0.1%,-12.8%,-4.2%,3.2%,-0.2,54,0.2%,i,35.0,2.8%
CCOC(=O)c1ccc(NC(=O)COc2cc3oc(=O)c(CC(C)O)c(C)c3cc2Cl)cc1 (centres undefined),6.7%,0.0%,-43.5%,-0.4%,0.1%,2.6,43,0.1%,i,17.9,-11.6%
Cc1cccc2cc(CN(CCN(C)C)C(=S)NCc3ccco3)c(=O)[nH]c12,3.3%,-0.1%,25.4%,8.2%,-9.4%,1.2,52,0.0%,i,41.9,4.7%
O=C(CSc1nnc(-c2cccc(F)c2)o1)N1CCOCC1,-0.9%,0.1%,0.9%,0.1%,-7.8%,1.0,48,-0.6%,i,30.9,-6.5%
COc1ccccc1NC(=O)CSCc1cc(=O)n2c(C)csc2n1,-3.4%,-0.1%,-12.6%,-4.5%,2.6%,0.5,62,0.0%,i,7.4,16.3%
Cc1ccc(CNc2nc(Cl)c(C#N)s2)cc1,-1.2%,0.4%,14.0%,14.9%,-0.1%,-0.7,84,-0.7%,i,66.6,-6.5%
C=CCNC(=O)CN1CCC(n2c(C)nc3cc(C(F)(F)F)ccc32)CC1,-2.0%,-0.1%,-36.1%,-7.0%,11.0%,-2.0,92,-0.1%,i,11.6,-0.4%
COc1ccc2[nH]cc(S(=O)(=O)c3ccc(C)cc3)c2c1,-3.9%,-0.3%,-4.3%,7.7%,0.0%,1.4,44,-0.9%,i,38.5,-3.9%
CC(CN1CCCCC1)NC(=O)c1cc(-c2ccccn2)nc2ccc(Cl)cc12 (centres undefined),1.7%,-0.1%,-55.2%[20 µM],-6.0%,-5.0%,0.0,64,-0.8%,i,50.7,-2.4%
CCc1cc(=O)oc2c(C)c(OCC(=O)N3CC[C@@]4(O)CCCC[C@H]4C3)ccc12,-4.9%,-0.2%,24.9%[20 µM],8.0%,-3.1%,-1.6,74,-0.1%,i,26.6,-3.1%
Cc1ccccc1-c1nsc(SCC(=O)Nc2ccc3c(c2)OCO3)n1,-1.7%,0.1%,-24.0%,6.6%,-2.2%,2.7,50,-1.0%,i,39.2,4.0%
Cc1cc(-c2cc(C(=O)NCc3ccccc3)on2)nc(NCC2CC2)n1,-1.9%,0.4%,20.7%,-1.7%,-4.6%,5.4,84,0.0%,i,47.5,-9.4%
COc1ccc2c(c1OC)C(=O)N1C2SC[C@H]1C(=O)NC1CCCC1 (some centres undefined),7.1%,0.3%,12.6%,5.8%,4.4%,1.4,71,0.1%,i,10.3,-11.7%
Cc1oc(-c2ccccc2)cc1C(=O)Nc1ccccc1,4.7%,-0.1%,-18.5%,-1.1%,8.5%,-1.2,36,-0.1%,i,17.4,-0.4%
Nc1nnc(-c2ccc(Cl)c(Cl)c2)s1,-9.7%,0.6%,5.1%,-1.7%,1.1%,2.1,33,-0.2%,i,25.0,-7.3%
COc1cc(C(=O)Nc2nccs2)c(Br)c(OC)c1OC,-3.0%,-0.1%,-21.5%,-1.3%,-2.0%,1.4,83,2.1%,i,37.2,0.3%
COc1ccccc1N1CCN(C(=S)Nc2ccccc2)CC1,0.0%,0.2%,17.3%[20 µM],-6.6%,-9.3%,0.9,56,-0.2%,i,52.4,6.1%
O=C(NCc1ccccc1F)C1CCN(C(=O)Nc2ccc(F)cc2)CC1,-1.6%,-0.1%,-3.7%,4.1%,7.8%,-2.2,47,-0.7%,i,18.5,10.8%

# Compounds were not picked by outcome; about 0.62% have a hit in one of these screens.
